# RGS4-Gao reg: human RGS4-Galphao interaction regulation. binding response (% of control), % at 10 µM. P09471. Multiplexed bead flow cytometry, RGS4-Galphao binding; actives lie on both sides. 0.33% of 220,000 active; in the data active = binding response below about 49% or above about 150%; inactive = in between;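 also: fluorescent Galphao activated with aluminum fluoride binding bead-coupled RGS4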
# ABCB1 inh: blocks JC-1 efflux by human ABCB1 transporter; P08183; CCRF-Adr cells, flow cytometry; inhibition, % at 6.6 µM; 0.067% of 190,000 active; AID 1326; in the data active = inhibition above about 40%;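 also: 0% = vehicle and 100% = reference inhibitor; higher value means more JC-1 retained so stronger ABCB1 efflux block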
# Bim-Bcl-W: human Bim-Bcl-W interaction inhibition | Q92843 | bead-based flow cytometry, Bim peptide-Bcl-W binding | inhibition, % at 10 µM | 0.02% of 190,000 active;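 also: 0% = bound tracer without compound and 100% = peptide blocker; higher means less fluorescent Bim peptide bound to Bcl-W beads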
# Target sequence (Q92843 whole entry, looked up): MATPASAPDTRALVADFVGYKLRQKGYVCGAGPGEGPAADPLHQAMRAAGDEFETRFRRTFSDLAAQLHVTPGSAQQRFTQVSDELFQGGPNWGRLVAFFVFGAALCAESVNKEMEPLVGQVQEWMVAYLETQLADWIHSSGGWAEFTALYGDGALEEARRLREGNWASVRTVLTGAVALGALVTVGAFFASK
# RGS7-Gao reg: human RGS7-Galphao interaction regulation; binding response (% of control), % at 10 µM; Multiplexed bead flow cytometry, RGS7-Galphao binding; actives lie on both sides; AID 1439; 0.35% of 220,000 active; P09471; in the data active = binding response below about 49% or above about 150%; inconclusive = no clear call, values can overlap the other calls; inactive = in between;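 also: fluorescent Galphao held in activated GDP-AlF4 state binding bead-coupled RGS7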
# Bim-Bcl-XL: inhibitors of Bim-Bcl-XL interaction, human; Bim peptide-Bcl-XL binding, bead flow cytometry, fluorescence; inhibition, % at 10 µM; 0.04% of 190,000 active
# Target sequence (Q07817 whole entry, looked up): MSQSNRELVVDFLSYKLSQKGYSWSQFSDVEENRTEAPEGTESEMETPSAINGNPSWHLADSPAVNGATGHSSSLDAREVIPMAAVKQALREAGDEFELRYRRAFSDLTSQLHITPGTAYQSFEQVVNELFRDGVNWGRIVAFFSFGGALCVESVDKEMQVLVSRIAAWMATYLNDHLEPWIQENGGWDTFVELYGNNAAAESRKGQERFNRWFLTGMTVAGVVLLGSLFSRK
# Bim-Bcl-B: disrupts Bim peptide binding to human Bcl-B. inhibition, % at 10 µM. 0.073% of 190,000 active. bead-based flow cytometry. Q9HD36. AID 951;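 also: 0% = tracer peptide without compound and 100% = reference inhibitor peptide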
# Target sequence (Q9HD36 whole entry, looked up): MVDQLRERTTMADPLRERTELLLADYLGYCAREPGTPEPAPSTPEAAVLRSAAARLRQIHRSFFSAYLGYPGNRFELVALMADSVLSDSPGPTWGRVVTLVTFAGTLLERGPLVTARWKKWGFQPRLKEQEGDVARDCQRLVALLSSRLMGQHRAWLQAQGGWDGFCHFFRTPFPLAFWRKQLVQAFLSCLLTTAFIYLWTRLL
# Bfl-1 Bim block: inhibitors of Bim-Bfl-1 interaction, human; Q16548; Bead-based flow cytometry, Bim-Bfl-1 binding inhibition; inhibition, % at 10 µM; 0.12% of 190,000 active; AID 1008;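 also: 0% = wells without compound plus tracer and 100% = blocker peptide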
# Bim-Mcl-1: disrupts Bim peptide binding to human Mcl-1. Q07820. Bead-based flow cytometry, Bim peptide-Mcl-1 binding. inhibition, % at 10 µM. 0.1% of 190,000 active. AID 1009;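 also: 0% = no compound tracer wells and 100% = peptide blocker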
# Target sequence (Q07820 whole entry, looked up): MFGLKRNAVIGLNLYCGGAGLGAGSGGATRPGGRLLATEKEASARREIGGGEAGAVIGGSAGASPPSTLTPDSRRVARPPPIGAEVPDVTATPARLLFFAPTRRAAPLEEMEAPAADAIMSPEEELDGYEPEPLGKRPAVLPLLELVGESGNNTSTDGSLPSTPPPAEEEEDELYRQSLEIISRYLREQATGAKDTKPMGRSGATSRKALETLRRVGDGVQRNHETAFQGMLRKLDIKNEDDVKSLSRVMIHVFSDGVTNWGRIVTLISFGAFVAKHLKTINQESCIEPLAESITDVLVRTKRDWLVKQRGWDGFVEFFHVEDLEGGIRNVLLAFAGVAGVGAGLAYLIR
# Bim-Bcl-2: inhibitors of Bim-Bcl-2 interaction, human; Bead-based flow cytometry, Bim peptide-Bcl-2 binding; AID 950; P10415; 0.06% of 190,000 active; inhibition, % at 10 µM; in the data active = inhibition above about 40%; inconclusive = no clear call, values can overlap the other calls;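 also: 0% = no compound wells with probe peptide and 100% = reference peptide inhibitor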
# ABCG2 inh: blocks JC-1 efflux by human ABCG2 transporter; Q9UNQ0; IgMXP3 cells, flow cytometry; inhibition, % at 6.6 µM; 0.1% of 190,000 active;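 active = inhibition above 80%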;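 also: 0% = DMSO and 100% = nicardipine control wells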
#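 Test system: IgMXP3 (ABCG2) plus far-red-tagged CCRF-Adr (ABCB1) cells. Reagent: JC-1 dye as substrate. Timing: 10 min exposure at 25 °C with rotation, no wash. Measured by: flow cytometric JC-1 green MFI at 530 nm. Read-out: percent efflux inhibition, scaled nicardipine 100% to DMSO 0%. Control set: nicardipine and DMSO wells.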
# RGS8-Gao reg: modulates binding of RGS8 to human Galphao; P09471; multiplexed bead flow cytometry; actives lie on both sides; response (percent of control binding), % at 10 µM; 0.34% of 220,000 active; AID 1423; in the data active = response below about 60% or above about 140%; inactive = in between;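 also: Galphao activated as the GDP aluminium fluoride complex binding bead-coupled RGS8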
# * hit, by the source's call; u = inconclusive. Rule as the data show it, unless noted: active = inhibition above about 40%.
SMILES,RGS4-Gao reg,ABCB1 inh,Bim-Bcl-W,RGS7-Gao reg,Bim-Bcl-XL,Bim-Bcl-B,Bfl-1 Bim block,Bim-Mcl-1,Bim-Bcl-2,ABCG2 inh,RGS8-Gao reg
CC1CCCCN1Cc1nc2ccccc2c(=O)[nH]1 (stereo not drawn),105,0.2,0,104,0,-3,-1,-1,0,2,111
CC(OC(=O)c1ccccc1N1C(=O)C2C3CCC(C3)C2C1=O)C(=O)c1ccccc1 (stereo not drawn),93,0.4,0,95,-1,-2,0,-2,0,-3,77
O=C(C1CCC(CNc2nc(=S)[nH]c3ccccc23)CC1)N1CCN(c2ccc(F)cc2)CC1 (stereo not drawn),109,0.4,3,102,7,5,3,2,5,0,104
Cn1c(SCC(=O)NCc2ccco2)nnc1-c1ccccc1,97,1.3,-5,101,-6,-6,-3,-3,-1,8,101
CS(=O)(=O)C1=NSC2=NC(=O)/C(=C\c3cccn3-c3ccccc3Cl)C(=N)N21,93,-0.5,2,95,0,-1,0,1,3,-2,97
Cc1ccc(C(CC(=O)NCc2ccco2)c2ccccc2)c(O)c1 (stereo not drawn),104,0.1,-5,100,-3,-1,0,-3,1,0,101
O=C1CCCC2=C1C(c1cccs1)n1nc(SCc3ccccc3)nc1N2 (stereo not drawn),99,1.3,0,101,0,-7,-10,-2,-7,6,99
Cc1cc(C)c(S(=O)(=O)c2ccccc2)c(OC(=O)c2c(Cl)cc(Cl)cc2Cl)n1,100,0.9,0,96,-1,-6,-10,0,-10,2,100
O=C(NCc1ccccc1)c1ccc(=O)[nH]n1,102,0.7,5,102,0,0,-4,2,-2,2,103
CN(Cc1cc(=O)n2ccsc2n1)c1ccccc1,97,-0.3,-2,98,-2,0,-2,-3,3,6,95
COc1ccc(-n2c(=O)c3ccccc3n(CC(=O)NCc3ccco3)c2=O)cc1,104,0.5,-1,100,-1,-4,-3,3,0,1,97
O=C(c1ccc(N2C(=O)C3CC=C(Cl)CC3C2=O)cc1)N1CCCCC1 (stereo not drawn),102,0.4,1,101,-2,1,0,-3,2,3,100
FC(F)(F)c1cnc(-c2cnc3c(-c4ccc(Cl)cc4)cnn3c2)c(Cl)c1,105,0.5,-1,102,-12,-7,-10,0,-5,2,100
COc1ccc(-c2nnc3ccc(SCC(=O)N4CCCC4)nn23)cc1,89,1.0,1,90,0,-2,-11,1,-4,3,99
Cc1onc(-c2ccccc2Cl)c1-c1nc(-c2ccccn2)no1,101,1.7,-2,104,-6,-8,-14,-4,-7,33,101
O=[N+]([O-])c1cc(S(=O)(=O)N2CCCCC2)ccc1NCCN1CCOCC1,105,-0.1,2,105,0,1,-2,1,1,-1,103
Cc1ccc(S(=O)(=O)N2CCCCC2)cc1NC(=O)Nc1ccc(Cl)cc1Cl,107,0.1,-2,106,-2,-2,-2,1,-3,2,104
Cc1ccc(NC(=O)COC(=O)/C(=C/c2cccs2)c2cccs2)cc1S(=O)(=O)N(C)C,97,3.8,-3,100,-3,-1,0,-3,-2,2,102
C=CCOc1ccc(C2C(C(=O)c3ccco3)=C(O)C(=O)N2Cc2cccnc2)cc1 (stereo not drawn),104,0.3,-1,100,1,0,3,0,6,1,101
Cc1ccc(OC(C)C(=O)N/N=C/c2ccccn2)cc1 (stereo not drawn),114,0.1,0,104,1,3,-4,0,1,2,102
Cc1ccc(OCC(=O)Nc2ccc(F)cc2)cc1C,89,1.3,2,93,0,2,1,0,-2,8,96
COc1ccc(OCC(=O)NNC(=O)Cc2coc3cc(OC)ccc23)cc1,100,0.5,-2,97,-1,-7,-3,-2,-6,2,102
Cc1nc(N2CCC(C(N)=O)CC2)c2nnn(Cc3ccccc3)c2n1,100,1.0,-1,101,0,-6,-5,0,0,7,99
COc1ccccc1N1CCN(c2cc(=O)n(-c3ccccc3Cl)c(=O)[nH]2)CC1,102,0.4,0,100,3,2,2,4,0,2,100

# An excerpt of these results, with two lines to a compound.
# Order of values – RGS4-Gao reg	ABCB1 inh	Bim-Bcl-W	RGS7-Gao reg	Bim-Bcl-XL	Bim-Bcl-B	Bfl-1 Bim block	Bim-Mcl-1	Bim-Bcl-2	ABCG2 inh	RGS8-Gao reg
> CN(Cc1cc(=O)n2ccsc2n1)c1ccccc1
  97	-0.3	-2	98	-2	0	-2	-3	3	6	95
> COc1ccc(-n2c(=O)c3ccccc3n(CC(=O)NCc3ccco3)c2=O)cc1
  104	0.5	-1	100	-1	-4	-3	3	0	1	97
> O=C(c1ccc(N2C(=O)C3CC=C(Cl)CC3C2=O)cc1)N1CCCCC1 (stereo not drawn)
  102	0.4	1	101	-2	1	0	-3	2	3	100
> FC(F)(F)c1cnc(-c2cnc3c(-c4ccc(Cl)cc4)cnn3c2)c(Cl)c1
  105	0.5	-1	102	-12	-7	-10	0	-5	2	100
> COc1ccc(-c2nnc3ccc(SCC(=O)N4CCCC4)nn23)cc1
  89	1.0	1	90	0	-2	-11	1	-4	3	99
> Cc1onc(-c2ccccc2Cl)c1-c1nc(-c2ccccn2)no1
  101	1.7	-2	104	-6	-8	-14	-4	-7	33	101
> O=[N+]([O-])c1cc(S(=O)(=O)N2CCCCC2)ccc1NCCN1CCOCC1
  105	-0.1	2	105	0	1	-2	1	1	-1	103
> Cc1ccc(S(=O)(=O)N2CCCCC2)cc1NC(=O)Nc1ccc(Cl)cc1Cl
  107	0.1	-2	106	-2	-2	-2	1	-3	2	104
> Cc1ccc(NC(=O)COC(=O)/C(=C/c2cccs2)c2cccs2)cc1S(=O)(=O)N(C)C
  97	3.8	-3	100	-3	-1	0	-3	-2	2	102
> C=CCOc1ccc(C2C(C(=O)c3ccco3)=C(O)C(=O)N2Cc2cccnc2)cc1 (stereo not drawn)
  104	0.3	-1	100	1	0	3	0	6	1	101
> Cc1ccc(OC(C)C(=O)N/N=C/c2ccccn2)cc1 (stereo not drawn)
  114	0.1	0	104	1	3	-4	0	1	2	102
> Cc1ccc(OCC(=O)Nc2ccc(F)cc2)cc1C
  89	1.3	2	93	0	2	1	0	-2	8	96
> COc1ccc(OCC(=O)NNC(=O)Cc2coc3cc(OC)ccc23)cc1
  100	0.5	-2	97	-1	-7	-3	-2	-6	2	102
> Cc1nc(N2CCC(C(N)=O)CC2)c2nnn(Cc3ccccc3)c2n1
  100	1.0	-1	101	0	-6	-5	0	0	7	99

# (next part)
SMILES,RGS4-Gao reg,ABCB1 inh,Bim-Bcl-W,RGS7-Gao reg,Bim-Bcl-XL,Bim-Bcl-B,Bfl-1 Bim block,Bim-Mcl-1,Bim-Bcl-2,ABCG2 inh,RGS8-Gao reg
COc1cc2c3nnc(-c4ccc(F)cc4)c-3cn(Cc3ccccc3)c2cc1OC,105,0.3,4,110,-4,-5,-6,1,-2,3,106
Cn1c(=O)c2c(nc(CN3CCN(CCO)CC3)n2Cc2cccc3ccccc23)n(C)c1=O,101,0.7,-4,97,-3,0,-3,-3,0,1,101
CCOc1ccccc1NC(=O)C1Cc2ccccc2CN1S(C)(=O)=O (stereo not drawn),96,1.7,0,93,-1,-1,0,-1,1,7,97
CSc1cccc(NC(=O)c2nnn(Cc3ccccc3)c2N)c1,98,1.4,-4,97,-2,-5,-5,-2,-9,10,100
O=C(CCCC(=O)N(c1ccc2c(c1)OCCO2)C(C(=O)NC1CCCCC1)c1ccc(F)cc1)Nc1ccccn1 (stereo not drawn),101,1.3,4,98,1,-1,-6,1,0,3,104
CC(C)(C)n1nnnc1C(c1cccs1)N(Cc1cccnc1)CC1CCCO1 (stereo not drawn),95,1.7,2,82,2,-2,2,-2,0,1,94
CC(C)OC(=O)CC(=O)CSc1nc2c(cc1C#N)CCCCCC2,98,1.4,-1,99,-5,-2,-12,-1,-4,18,104
CCN(CC)CCNC(=O)c1ccc(NC(=O)Cc2ccccc2F)cc1,101,0.3,-1,101,-4,-4,-4,2,0,2,101
CCOC(=O)N1CCC(N(CCN(C)C)C(=S)Nc2cc(C)ccc2C)CC1,100,0.7,0,102,1,-3,-20,2,-7,3,102
Cc1sc2nc(SCC(=O)N(C)C)[nH]c(=O)c2c1C,102,0.5,-1,96,-2,-2,2,0,2,3,100
O=C(COC(=O)c1ccccc1OCC(=O)Nc1ccc(Br)cc1)Nc1ccccc1,93,2.6,-2,93,1,-13,-1,-4,-2,84*,98
CCC1(CC)NC(=O)N(CC(=O)OCC(=O)Nc2ccccc2[N+](=O)[O-])C1=O,101,1.6,0,102,0,-4,-7,0,-2,6,104
COc1ccc2[nH]cc(CCNS(=O)(=O)Cc3ccccc3)c2c1,96,0.1,0,96,0,-1,-2,-1,0,2,96
CCOc1ccccc1C(=O)N[C@H](C(=O)Nc1nc2c(s1)CCCC2)C(C)C,103,3.4,-7,97,-9,-7,-1,-8,-2,9,103
CCOC(=O)c1oc2cccc(O)c2c1CN1CCOCC1,106,-4.0,0,107,-19,-1,0,0,3,-4,100
CC1(c2ccccc2)NC(=O)N(CC(=O)Nc2cc(S(=O)(=O)N3CCOCC3)ccc2Cl)C1=O (stereo not drawn),102,0.3,0,104,0,-6,-3,0,0,0,101
COc1cccc(OCCSc2nc(N)cc(N)n2)c1,103,0.5,0,103,0,1,0,-1,1,3,112
CN1CCN(NC(=O)CN2C(=O)/C(=C/c3ccccc3F)SC2=S)CC1,100,-0.1,-10,100,-12,-16,-14,-7,-9,-1,99
CC(NC(=S)Nc1ccc(OC(F)F)c(Cl)c1)C(C)(C)C (stereo not drawn),100,0.7,-5,u,-4,-8,-2,-4,-11,9,97
COC(=O)CNc1nc(C2CC2)nc2c1nnn2Cc1ccccc1Cl,99,1.7,0,99,-5,-9,-21,-3,-13,22,100
CC(=O)Nc1ccc(C(=O)Nc2nc(-c3cc(C)n(Cc4ccccc4)c3C)cs2)cc1,100,-0.7,-3,100,-5,-11,-10,-2,-8,-5,99
NC(=O)C1CCN(C(=O)CSCc2ccccc2Cl)CC1,100,-0.1,-2,99,-2,-5,-1,-2,-5,0,99
CCOC(=O)c1cnc2c(C#N)c(C)nn2c1C,102,0.1,0,104,0,0,0,0,0,3,103
C=CCn1c(SCC(N)=O)nnc1-c1cc2c(s1)CCC(CC)C2 (stereo not drawn),102,1.4,-5,102,-10,-12,-16,-3,-14,15,104
CCNS(=O)(=O)c1ccc(NC(=O)c2ccc(Cn3cc([N+](=O)[O-])cn3)o2)cc1,103,0.6,-1,100,0,-1,0,14,-6,3,99
